UBC9 SUMO inh = inhibitors of human SUMOylation (UBC9); HTRF SUMOylation assay, SAE1/SAE2 + UBC9, in vitro; inhibition, % at 35 µM; 0.36% of 290,000 active; P63279; in the data active = inhibition above about 50%, passing the limit was not always enough; also: strong numbers were not always called active
Target sequence (P63279 whole entry, looked up): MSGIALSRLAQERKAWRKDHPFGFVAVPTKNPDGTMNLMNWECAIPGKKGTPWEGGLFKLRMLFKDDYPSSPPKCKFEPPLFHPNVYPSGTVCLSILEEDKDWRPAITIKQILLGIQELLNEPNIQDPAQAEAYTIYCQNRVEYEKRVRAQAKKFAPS
MEKK2 WT-MEK5 = raises or lowers MEK5 binding to wildtype human MEKK2 PB1 domain | 1.1% of 290,000 active | bead flow cytometry, Alexa488-MEK5 binding to MEKK2 WT; actives lie on both sides | binding response (% of control), % at 10 µM | Q9Y2U5; in the data active = binding response below about 67% or above about 130%
HCV NS3 hel inh = inhibitors of Hepatitis C virus NS3 helicase; 0.56% of 290,000 active; NS3 helicase DNA unwinding, Cy5 molecular beacon fluorescence; inhibition, % at 10.9 µM;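 active = inhibition above the mean of all tested compounds plus 3 SD, set per campaign, cut at about 35% in these data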;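 also: 0% = DMSO wells and 100% = thioflavine S control wells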
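Compound dosing – single dose, 10.9 µM nominal final, DMSO 0.8% final · System – NS3 helicase fragment of HCV · Buffer or medium – MOPS pH 6.5, MgCl2, DTT, Tween20, BSA · Signal – Cy5 beacon fluorescence read at start and 1 h · Also added – annealed dual-labelled DNA beacon duplex, ATP-started · Schedule – 1 h at 25 °C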
MEKK2mut PB1 HTS = signal of MEK5 binding to mutant human MEKK2 PB1 domain | AID 1530 | percent response, % at 10 µM | bead flow cytometry, Alexa488-MEK5 binding to MEKK2 mutant | 0.35% of 290,000 active; in the data active = percent response above about 24%, passing the limit was not always enough; also: inactives centre near 1; some results filed as inactive read as strong as hits
FID counter = displaces DNA intercalator in HCV helicase counter-screen | 0.17% of 290,000 active | inhibition, % at 7.9 µM | AID 1845 | DNA fluorescent intercalator displacement, fluorescence; in the data active = inhibition above about 37%;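 also: 0% = vehicle and 100% = reference compound; higher means more ethidium bromide displaced from hairpin DNA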
IMP-1 inhibitor = inhibitors of Pseudomonas aeruginosa IMP-1 metallo-beta-lactamase | purified IMP-1, nitrocefin hydrolysis, epi-absorbance fluorescence | inhibition, % at 5.6 µM | 0.45% of 290,000 active | AID 1556;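 active = inhibition above the mean plus 3 SD of all compounds in the same screening run, cut at about 4.5% in these data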;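 also: 0% = IMP-1 with DMSO and 100% = DMSO wells lacking enzyme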
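System: purified IMP-1; amount: IMP-1 0.2 nM before substrate addition; compound: single dose, 5.6 µM; times: 25 °C, 15 min preincubation, 25 min reaction; signal: Epi-absorbance via hydrolysed-nitrocefin quenching of white-plate fluorescence, 480/530 nm, EDTA stop; benchmarks: DMSO with and without IMP-1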
PfM18AAP inh = blocks P. falciparum M18 aspartyl aminopeptidase | recombinant PfM18AAP, H-Glu-NHMec fluorogenic cleavage | inhibition, % at 7.35 µM | 1.2% of 290,000 active | AID 1822;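 active = inhibition above the campaign mean inhibition over all tested compounds plus 3 SD, cut at about 28% in these data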;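 also: 0% = plate median of test compound wells and 100% = 2 mM ZnCl2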
VIM-2 inh = blocks Pseudomonas aeruginosa VIM-2 metallo-beta-lactamase; purified VIM-2, nitrocefin hydrolysis, epi-absorbance fluorescence; inhibition, % at 5.6 µM; AID 1527; 0.89% of 290,000 active;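 active = inhibition above the mean of all tested compounds plus 3 SD, cutoff set per screening run, cut at about 7.5% in these data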;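 also: red hydrolysis product quenches plate fluorescence so inhibitors raise well fluorescence; 0% = enzyme with DMSO and 100% = DMSO without enzyme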
NALP1 inh = inhibitors of NALP1 inflammasome in yeast; 0.61% of 280,000 active; inhibition, % at 10 µM; S. cerevisiae NALP1/ASC/caspase-1 growth, X-gal OD620, 72 h; in the data active = inhibition mostly above about 24%, no sharp cut-off; inactive = mostly below about 32%; also: some compounds called inactive have numbers as strong as hits
* marks the source's active call; other numbers are inactive results; x = no result given; & = joins results of further samples; ! = repeats disagree; [ ] = remark or other dose.

SMILES,UBC9 SUMO inh,MEKK2 WT-MEK5,HCV NS3 hel inh,MEKK2mut PB1 HTS,FID counter,IMP-1 inhibitor,PfM18AAP inh,VIM-2 inh,NALP1 inh
CCn1ncc(Br)c1C(=O)Nc1ccn(C23CC4CC(CC(C4)C2)C3)n1,-20,102,-6,-2,-5,-2.1,-5,-1.7,17
CC1=C(C(=O)OCc2ccccc2)C(c2ccc(Br)cc2)NC(=O)N1CCCC(=O)O (stereo not drawn),26,96,3,-4,-39,-1.2,3,-1.7,7
CCOC(=O)C1=C(C)N(C)C(C)=C(C(=O)OCC)C1c1ccc(Cl)cc1,-5,107,-1,0,-14,-1.8,2,-1.0,19
Cc1[nH]c2ccccc2c1CC(=O)O,17,112,5,9,-2,-1.3,-2,-1.9,14
COc1ccccc1N1CCN(CCCC(=O)c2ccc(F)cc2)CC1,10,110,0,4,4,-2.9,-11,-3.6,11
Cc1ccc2cc(C(c3nnnn3C3CCCC3)N3CCOCC3)c(=O)[nH]c2c1C (stereo not drawn),3,92,-2,-4,0,-2.5,2,-3.5,8
CCOC(=O)Cc1csc(NC(=O)COc2ccccc2OCC)n1,-10,83,8,-6,-20,-1.0,-2,0.0,3
CCN(CC)C(=S)SC1CCCCN(C(=O)c2ccc(F)cc2)C1=O (stereo not drawn),-1,95,-2,0,-13,-2.9,-2,-1.8,-5
COc1cccc2c1OC1(C)CC2NC(=O)N1 (stereo not drawn),1,96,2,-2,-1,-2.1,-1,-4.0,4
O=C(Cn1cnc2nc3n(c2c1=O)CCC3)NCc1ccccc1,-26,105,0,1,2,-1.8,7,-5.3,23
O=C(CN1C(=O)c2ccccc2C1=O)Nc1cccc(O)c1,13,110,-1,4,0,-1.1,-2,-1.4,25
NCCN1C(=O)S/C(=C\c2ccc3c(c2)OCO3)C1=O,20,104,5,-2,6,1.4,15,1.1,16
COc1cccc(Cn2cnc3c(NS(=O)(=O)c4cc(Cl)ccc4Cl)c(C)c(C)cc32)c1,1,106,-53,4,-23,-2.5,-2,-1.5,33
CC1CN(c2nc3ccccn3c(=O)c2C=O)CC(C)O1 (stereo not drawn),2,97,-4,-8,3,-2.7,9,-3.5,-17
Cc1ccc(NC(=O)CS(=O)Cc2nc(-c3ccc(C)cc3)oc2C)cc1 (stereo not drawn),12,102,-4,8,-11,-3.3,0,-0.4,6
CCc1ccc(/C=C(/C#N)C(N)=S)s1,-2,104,-3,9,-2,-3.4,17,-2.1,-5
CCOc1ccc2oc(C(=O)N3CCN(c4ccccn4)CC3)c(C)c2c1,10,97,-1,-5,-48,-1.3,-8,-0.7,9
CCc1cc(C(=O)N2CCCC(C(=O)c3ccc(C(F)(F)F)cc3)C2)n(C)n1 (stereo not drawn),-2,103,-12,6,-41,-0.7,-4,-3.5,6
Nc1ccc(-n2nnnc2-c2ccco2)cc1,-7,x,14,x,-2,-1.5,21,-1.4,22
C=CCNC(=O)c1ccccc1NS(=O)(=O)c1ccc(SC)cc1,2,96,-2,0,-4,-2.1,4,-1.2,1
Cc1cc(C)c(S(=O)(=O)c2cccc(Br)c2C)c(Cl)n1,2,101,-7,-1,-14,-1.9,-5,-1.3,15
Cc1cc(NC(=O)COC(=O)CSCc2ccc(Cl)c(Cl)c2)no1,7,103,0,5,0,-2.0,3,-0.5,-5
CC(c1ccc(Br)cc1)N1CC23C=CC(O2)C(C(=O)O)C3C1=O (stereo not drawn),10,99,6,1,-13,-3.9,3,-1.8,29
CC(C)COCC(CN(Cc1ccccc1)c1ccccc1)N1CCCC1 (stereo not drawn),-13,146*!,-67,-23&13,30,-0.3,-1,-1.0,24
Cc1cc(C)c2c(N)c(C(=O)N/N=C/c3ccccc3)sc2n1,26,102,1,-2,1,-1.0,-10,1.2,x

Going on with the list:
SMILES,UBC9 SUMO inh,MEKK2 WT-MEK5,HCV NS3 hel inh,MEKK2mut PB1 HTS,FID counter,IMP-1 inhibitor,PfM18AAP inh,VIM-2 inh,NALP1 inh
COc1cc(/C=C/[N+](=O)[O-])ccc1OC(=O)/C=C/c1ccc(F)cc1,-4,100,-1,-1,-5,-0.7,22,0.1,26
Nc1c(-c2ccc(Cl)cc2)cnc2ncnn12,10,107,6,3,-3,-3.5,4,-4.2,12
O=C1C2CCCN2C(=O)N1CCN1CCN(CCO)CC1 (stereo not drawn),0,91,-6,-2,-2,-2.4,-9,-1.5,14
CCCCCCCCC(=O)NC(NC(=S)N1CCOCC1)C(Cl)(Cl)Cl (stereo not drawn),-11,106,5,2,-20,-2.3,5,-3.4,-52
Cc1cc2cccc(C)c2nc1SCC(=O)NC1CCCCC1,0,97,3,1,-9,-0.7,3,-1.7,9
CN1CCN(S(=O)(=O)c2ccc(N(C)Cc3cccs3)nc2)CC1,-1,107,-5,2,8,-1.4,-7,-1.9,10
CCCCOC(=O)c1ccc(NC(=O)C(=O)NCc2cccnc2)cc1,20,90,9,-9,-18,-3.4,-3,-3.1,10
CC(=O)Nc1ccc(Oc2nc(C(F)(F)F)nc3ccccc23)cc1,9,108,-7,6,-13,-1.7,-9,21*,5
CN1CCC(OC(=O)COc2ccc(Br)cc2)CC1,-1,97,1,0,1,-2.5,-2,-2.4,6
C=CC(=O)NCc1ccc(-c2csnn2)cc1,16,103,-5,0,1,-1.5,0,-2.0,10
COC(c1ccccc1)c1nnc(CCC(=O)NCCCc2ccccc2)o1 (stereo not drawn),12,103,-16,-2,-10,-0.1,-1,-0.6,13
O=C(Nc1ccc(Br)cc1)C1Cc2ccccc2O/C1=N\O (stereo not drawn),24,105,25,4,-5,-1.7,-3,-3.3,16
Cc1cc(F)ccc1NCc1cc2c(cc1[N+](=O)[O-])OCO2,26,102,15,1,0,-3.0,16,-0.6,41
Brc1cccc(-c2nnc(-c3ccccc3)o2)c1,-19,112,10,12,-6,0.6,12,1.6,1
Cc1nc(N2CCOCC2)c(C#N)c2c1COC(C)(C)C2,6,100,-2,1,-7,-1.6,-2,-2.7,-17
CCOc1ccc(NCC(=O)Nc2ccc(Cl)cc2C)cc1,-28,101,3,-2,-4,-3.5,2,-2.4,-3
Cc1ccc(-c2cc(C(=O)NCc3cnn(C)c3)c3cc(Br)ccc3n2)cc1,-34,103,1,0,-4,-1.7,-8,-1.9,28
CNC(=S)N(Cc1ccc(OC)cc1)C1CC(=O)N(c2ccc(C(=O)OC)cc2)C1=O (stereo not drawn),1,106,-7,21,-10,-3.6,10,-2.8,25
CCn1c(C)nc2cc(S(=O)(=O)N3CCCCC3)ccc21,2,106,2,5,-2,-3.9,4,-5.6,-9
Cc1c(NC(=O)CSCc2ccco2)c(=O)n(-c2ccccc2)n1C,2,97,8,0,-18,-0.9,6,-0.7,-6
O=C(c1ccc([N+](=O)[O-])s1)N1CCN(c2ccccc2)CC1,-9,117,0,19,7,-4.1,3,-1.7,25
CCC1=NN(C(=O)COc2ccccc2C)C(O)(c2ccncc2)C1 (stereo not drawn),15,92,14,-9,-3,-3.0,-3,-3.2,-4
Cc1[nH]n(-c2ccccc2)c(=O)c1C(c1ccccc1C(=O)O)c1c(C)[nH]n(-c2ccccc2)c1=O,4,101,-12,5,-23,-1.8,-13,-1.6,32
Cc1cc(C)c(NC(=O)CN(C2CCCCC2)C2CCCCC2)c(C)c1,16,94,-2,-3,-6,-0.8,-5,-1.7,10
COC(=O)c1ccc(C)c(-n2c(C)cc(C=O)c2C)c1,4,112,5,0,-2,-2.5,-5,-1.9,24

Two entries picked at random from those above, as already listed:
SMILES,UBC9 SUMO inh,MEKK2 WT-MEK5,HCV NS3 hel inh,MEKK2mut PB1 HTS,FID counter,IMP-1 inhibitor,PfM18AAP inh,VIM-2 inh,NALP1 inh
CCC1=NN(C(=O)COc2ccccc2C)C(O)(c2ccncc2)C1 (stereo not drawn),15,92,14,-9,-3,-3.0,-3,-3.2,-4
Cc1cc(F)ccc1NCc1cc2c(cc1[N+](=O)[O-])OCO2,26,102,15,1,0,-3.0,16,-0.6,41

Carrying on.
SMILES,UBC9 SUMO inh,MEKK2 WT-MEK5,HCV NS3 hel inh,MEKK2mut PB1 HTS,FID counter,IMP-1 inhibitor,PfM18AAP inh,VIM-2 inh,NALP1 inh
CC(=O)Nc1nc2ccccc2n1Cc1ccc(C)cc1,29,98,-15,2,-9,-3.2,4,-2.8,-3
CN(C(=O)CSc1ncccn1)C1CCS(=O)(=O)C1 (stereo not drawn),-12,88,20,-11,-3,-1.5,8,1.6,13
CC(=O)NC1CC2CCCC(C1)N2CC(=O)N1CCCc2ccccc21 (stereo not drawn),-19,101,-5,-1,4,-5.0,-1,-4.0,-16
Cc1ccc(S(=O)(=O)N2CCCC2)cc1S(=O)(=O)N1CCCC1,7,91,-6,-1,-5,-2.5,2,-1.1,30
CN1CCC(Oc2ccccc2Sc2ccccc2)CC1,10,104,-33,-1,13,-1.8,0,-1.4,43
COC(=O)Nc1ccc(SCC(=O)c2ccc(Cl)cc2)cc1,1,99,-5,-2,-1,-0.8,-1,-2.5,-10
C=CCN1C(=O)/C(=c2\sc3nc(=O)c(Cc4ccccc4)nn3c2=O)c2ccccc21,30,-4.0*[inhibitor],16,-2,-28,-0.6,-24,0.9,-11
COc1cc(NC(=O)CCCn2c(=S)[nH]c3ccccc3c2=O)cc(OC)c1OC,-2,97,7,-4,-17,-2.1,4,-2.0,-5
CCOc1ccccc1NC(=O)Cn1c(=O)c2ccccc2n(CC)c1=O,-13,108,1,5,-16,-2.5,-1,0.7,13
C/C(=N\Nc1ccc(C(=O)O)cc1)c1ccc(Br)cc1,16,103,-3,-2,-17,-1.8,32*,-1.1,2
O=C(NCc1ccc(F)cc1)c1cnc(Cl)c(Cl)c1,-16,101,-3,-1,-2,-3.1,3,-0.6,6
Cc1ccc2nc(SCC(=O)c3ccc(O)cc3O)[nH]c2c1,-3,66,7,-18,5,-0.7,11,-0.6,4
NC(=O)c1ccsc1NC(=O)c1ccco1,15,111,-2,13,1,-3.8,-1,2.1,-2
O=C(/C=C/c1ccc(Cl)cc1)NCCSc1ccccc1,10,x,3,x,-6,-6.1,-2,-1.4,10
Cc1c(Cl)c([N+](=O)[O-])nn1CCCC(=O)O,17,x,-1,x,0,-1.4,-2,-3.3,-34
NS(=O)(=O)c1ccc(CCNC(=O)CSc2nc3ccsc3c(=O)n2CCCCC(=O)O)cc1,9,103,1,-2,-19,-2.5,4,-1.5,10
COc1ccc(CCNC(=O)/C(C#N)=C/c2cccc(OCc3ccccc3)c2)cc1OC,15,107,-1,1,-9,-5.5,0,1.0,30
COc1ccc(NC(=S)N(Cc2ccccn2)Cc2ccccc2Cl)cc1,9,97,-8,-1,-15,-3.9,2,-3.5,11
Cc1ccc(/C=C2\SC(=S)N(CCC(=O)NNC(=O)c3ccccc3O)C2=O)cc1,0,94,7,-3,-3,-2.2,8,-2.5,-4
CN1CCN(NC(=O)c2ccc(Cl)c([N+](=O)[O-])c2)CC1,8,97,5,-2,4,-1.5,6,0.7,17
Fc1ccc(-c2cc(C(F)(F)F)n3ncnc3n2)cc1,26,99,-4,-6,0,-1.2,-14,0.0,-2
